LYPLA2 inh – LYPLA2 (human) inhibition in PME1 counter-screen. O95372. recombinant LYPLA2, FP-Rh probe fluorescence polarization. inhibition, % at 5.9 µM. hit rate 0.38% among 320,000. AID 2177;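 active means inhibition above the screen-wide mean plus 3 SD, limit set per campaign, cut at about 26% in these data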;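 further: 0% = LYPLA2 with DMSO and 100% = wells lacking LYPLA2 enzyme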
Target sequence (O95372 whole entry, looked up): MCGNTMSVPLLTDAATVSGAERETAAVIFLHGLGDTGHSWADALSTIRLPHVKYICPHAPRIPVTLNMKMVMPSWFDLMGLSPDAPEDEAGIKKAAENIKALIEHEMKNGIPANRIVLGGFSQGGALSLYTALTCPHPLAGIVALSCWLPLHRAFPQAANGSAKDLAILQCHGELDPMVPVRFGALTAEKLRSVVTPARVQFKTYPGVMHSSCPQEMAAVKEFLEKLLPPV
PAFAH1B3 inh – inhibitors of human PAFAH1B3; Q15102; inhibition, % at 3.39 µM; recombinant PAFAH1B3, FP-rhodamine probe, fluorescence polarization; hit rate 0.28% among 340,000;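 active means inhibition above the screen-wide average of all tested compounds plus 3 SD, cut at about 25% in these data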;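 further: 0% = enzyme with DMSO only and 100% = wells lacking PAFAH1B3 protein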
Target sequence (Q15102 whole entry, looked up): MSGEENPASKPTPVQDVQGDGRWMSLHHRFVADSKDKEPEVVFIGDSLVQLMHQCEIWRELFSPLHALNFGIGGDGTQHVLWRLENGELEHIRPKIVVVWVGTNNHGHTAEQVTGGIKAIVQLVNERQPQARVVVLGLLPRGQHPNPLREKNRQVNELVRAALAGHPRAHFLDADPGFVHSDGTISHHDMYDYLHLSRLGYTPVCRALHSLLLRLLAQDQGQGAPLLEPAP
GSTO1 inh – GSTO1 inhibition, counter-screen for RBBP9 inhibitors | P78417 | recombinant GSTO1, activity-based probe fluorescence polarization | inhibition, % at 5.96 µM | hit rate 1.1% among 300,000;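 active means inhibition above the campaign mean inhibition plus 3 SD, cut at about 35% in these data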;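 further: 0% = GSTO1-1 with DMSO and 100% = wells lacking GSTO1-1 enzyme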
PAD4 inh – blocks human protein arginine deiminase 4. Q9UM07. recombinant PAD4, RCA probe fluorescence polarization. inhibition, % at 6.36 µM. hit rate 0.41% among 330,000. AID 485272;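 active means percent inhibition above a cutoff equal to the mean of all tested compounds plus 3 SD, cut at about 15% in these data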;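 further: 0% = PAD4 with RCA probe and DMSO and 100% = probe without PAD4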
LYPLA1 inh – counter-screen for PME1 inhibitors: inhibitors of human LYPLA1; recombinant LYPLA1, FP-Rh probe fluorescence polarization; O75608; hit rate 0.16% among 320,000; inhibition, % at 5.9 µM; AID 2174;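 active means inhibition above the mean of all tested compounds plus 3 SD, set per campaign, cut at about 14% in these data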;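 further: inhibitors block serine hydrolase probe labeling of LYPLA1 so polarization falls; 0% = enzyme with DMSO and 100% = wells lacking LYPLA1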
Target sequence (O75608 whole entry, looked up): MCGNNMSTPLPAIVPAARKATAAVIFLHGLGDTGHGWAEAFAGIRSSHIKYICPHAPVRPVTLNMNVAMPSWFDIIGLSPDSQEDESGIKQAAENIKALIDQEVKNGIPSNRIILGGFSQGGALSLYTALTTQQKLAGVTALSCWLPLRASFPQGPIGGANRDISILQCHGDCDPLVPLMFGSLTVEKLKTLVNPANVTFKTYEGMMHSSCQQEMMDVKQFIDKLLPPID
PAFAH2 inh – inhibitors of human PAFAH2; Q99487; recombinant PAFAH2, FP-rhodamine activity probe, fluorescence polarization; inhibition, % at 3.39 µM; hit rate 0.99% among 340,000; AID 492956;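 active means inhibition above the mean over all tested compounds plus 3 SD, cut at about 30% in these data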;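 further: inhibitors block probe labeling of enzyme so polarization drops; 0% = enzyme with DMSO and 100% = wells lacking PAFAH2 protein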
EBNA-1 inh – blocks EBNA-1 binding to DNA | inhibition, % at 14.8 µM | AID 1950 | EBNA-1 DNA binding, fluorescence polarization | hit rate 0.34% among 300,000; in the data active means inhibition above about 28%
PREPL inhibitor – human PREPL enzyme inhibition; Q4J6C6; recombinant PREPL, fluorescence polarization activity-based probe; inhibition, % at 5.96 µM; hit rate 0.68% among 320,000; AID 2751; in the data active means inhibition above about 43%;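 further: 0% = enzyme with DMSO and 100% = wells lacking enzyme; many of its hits are not listed in these tables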
ZTA DNA inh – blocks Epstein-Barr virus ZTA, an EBNA-1 counter-screen; hit rate 0.15% among 320,000; ZTA-DNA binding, fluorescence polarization; P03206; inhibition, % at 11 µM; AID 2234; in the data active means inhibition above about 33%
Starred values were filed as active, the others as inactive; x = no result given.

SMILES	LYPLA2 inh	PAFAH1B3 inh	GSTO1 inh	PAD4 inh	LYPLA1 inh	PAFAH2 inh	EBNA-1 inh	PREPL inhibitor	ZTA DNA inh
CCCn1ncc(CN2CCC(Cc3cccc(F)c3)(C(=O)OCC)CC2)c1C	-12	0	4	-3	-6	3	-10	9	-11
O=C(Cc1nnc(NC(=O)c2ccccc2)s1)N/N=C/c1ccco1	4	-5	-3	-4	3	-7	10	4	4
Cc1ccc(/C=N/Nc2ccc(C(=O)O)cc2)s1	-5	-1	23	-4	4	19	-4	9	6
COc1ccc(CCNC(=O)C2CC=CCC2C(=O)O)cc1 (configuration not stated)	3	4	-1	-1	-2	-3	3	2	-2
O=C1CCN(Cc2ccccc2)C=C1c1ccc(Cl)cc1	x	2	x	-1	x	0	x	7	x
Cc1ccc(OCC(=O)NC(=S)Nc2cccc(NC(=O)c3ccc(Cl)cc3Cl)c2)cc1	-7	-3	0	-3	0	-2	20	-14	-15
C[C@@H]1CN([C@@H](C)CO)C(=O)c2cc(NS(C)(=O)=O)ccc2O[C@H]1CN(C)Cc1ccc(Oc2ccccc2)cc1	x	4	x	4	x	3	x	42	x
[O-]/C(=C(\C(=S)NCc1ccc2c(c1)OCO2)[n+]1ccccc1)c1ccc(Cl)s1	4	-1	2	-8	4	7	-2	4	10
O=C(Nc1ccccn1)c1ccc2ccccc2c1O	2	5	18	-5	0	6	-8	-5	-20
Cc1ccc(C(=O)NC(=S)N2CCN(C(=O)OC(C)(C)C)CC2)cc1Br	7	4	1	-2	2	-5	-6	8	-5
COC(=O)c1ccc(NC(=O)CSC2=NCCN2)cc1	-7	10	2	18*	-2	-10	7	1	7
O=C(NC1CCCC1)C1CCC(=O)N1CCc1ccccc1 (configuration not stated)	5	-1	1	-3	-2	0	-5	-4	-14
O=C(CSCC(=O)Nc1nccs1)Nc1ccccc1	7	2	3	8	2	2	3	-4	5
CCCOc1ccc(C2C(=O)N(C3CCCCC3)CC(=O)N2CCCOCC)cc1OC (configuration not stated)	2	1	-3	-7	-2	6	13	4	7
O=C(Cc1ccc(Cl)c(Cl)c1)Nc1ccc(S(=O)(=O)Nc2ncccn2)cc1	6	-1	-8	0	-2	-1	9	6	-2
COc1ccccc1-c1nnc2sc(COc3ccc(Cl)cc3)nn12	-3	-3	3	10	-5	6	3	20	-10
O=C(c1nc(-c2ccccc2)n(-c2ccccc2)n1)N1CCCCCC1	-2	8	3	2	6	12	4	12	-2
COc1ccc(-n2nnnc2SCC(=O)N2CCOCC2)cc1	4	12	5	4	0	-3	-1	-6	-17
O=S(=O)(O)c1cc2oc(-c3ccccc3)nc2c2ccccc12	0	5	-5	0	-3	7	10	3	9
CCC[C@H](CN[C@@H](CNC)[C@H](C)CC)NCCc1cc(C(F)(F)F)cc(C(F)(F)F)c1	4	8	21	2	-3	2	2	42	-7
O=C(CN1C(=O)/C(=C/c2ccccc2F)SC1=S)NC1C=CS(=O)(=O)C1 (configuration not stated)	-3	6	-5	-9	-3	-5	-9	15	10
CCOC(=O)c1c(-c2ccc(C)s2)csc1N	3	2	-1	-9	-1	-1	6	10	4
C/C(=N\NC(=O)CSCc1ccccc1Br)c1cccc([N+](=O)[O-])c1	1	7	-1	-2	2	-11	-3	0	10
COC(=O)N/N=C/c1cc(C)n(-c2ccc(F)cc2)c1C	-5	3	-3	-4	-2	-3	-14	-2	5
Nc1ccc2c(c1)COc1ccccc1O2	-3	5	5	-3	1	-3	-6	16	3

7 entries drawn at random from the list so far, as already listed:
SMILES	LYPLA2 inh	PAFAH1B3 inh	GSTO1 inh	PAD4 inh	LYPLA1 inh	PAFAH2 inh	EBNA-1 inh	PREPL inhibitor	ZTA DNA inh
CCCn1ncc(CN2CCC(Cc3cccc(F)c3)(C(=O)OCC)CC2)c1C	-12	0	4	-3	-6	3	-10	9	-11
Cc1ccc(C(=O)NC(=S)N2CCN(C(=O)OC(C)(C)C)CC2)cc1Br	7	4	1	-2	2	-5	-6	8	-5
COC(=O)c1ccc(NC(=O)CSC2=NCCN2)cc1	-7	10	2	18*	-2	-10	7	1	7
COc1ccc(-n2nnnc2SCC(=O)N2CCOCC2)cc1	4	12	5	4	0	-3	-1	-6	-17
CCC[C@H](CN[C@@H](CNC)[C@H](C)CC)NCCc1cc(C(F)(F)F)cc(C(F)(F)F)c1	4	8	21	2	-3	2	2	42	-7
O=C(CSCC(=O)Nc1nccs1)Nc1ccccc1	7	2	3	8	2	2	3	-4	5
Nc1ccc2c(c1)COc1ccccc1O2	-3	5	5	-3	1	-3	-6	16	3

Returning to the listing with the 2 entries that preceded the break.
SMILES	LYPLA2 inh	PAFAH1B3 inh	GSTO1 inh	PAD4 inh	LYPLA1 inh	PAFAH2 inh	EBNA-1 inh	PREPL inhibitor	ZTA DNA inh
COC(=O)N/N=C/c1cc(C)n(-c2ccc(F)cc2)c1C	-5	3	-3	-4	-2	-3	-14	-2	5
Nc1ccc2c(c1)COc1ccccc1O2	-3	5	5	-3	1	-3	-6	16	3
COc1cccc(CN(C)CC(=O)NC(=O)NCc2ccco2)c1	-3	-6	6	-5	3	0	-8	-6	3
Cc1ccc(NC(=O)NC(=O)c2cnccc2C(F)(F)F)c(C)c1	-9	2	15	1	-1	1	-4	-5	-6
CNC(=S)N1CCN(c2nc3ccccc3s2)CC1	1	0	2	1	0	-3	3	-14	-17
CCc1ncc(CN2CCC(C(=O)Nc3cccc(-c4cscn4)c3)CC2)cn1	-4	-1	3	-1	-3	-5	-3	9	-27
COc1ccc(CC(=O)Nc2ccncc2Cl)cc1	7	8	0	-1	0	4	-1	2	-10
COc1cccc(NC(=O)c2cccs2)c1	5	-1	-6	1	1	-1	1	3	-13
CCOC(=O)Cc1csc(NC(=O)CC(C)(C)CC(=O)O)n1	-3	6	11	3	-1	5	-2	20	-2
Cc1ccc(OC(C)C(=O)Nc2ccncc2)cc1C (configuration not stated)	5	-4	1	-4	0	-2	-19	-4	-10
Cc1ccccc1CC(=O)Nc1ccc2c(C)cc(=O)oc2c1	-4	4	2	0	-2	2	-9	-7	-9
O=C(O)CSC(NC(=O)c1cccnc1)(C(F)(F)F)C(F)(F)F	-4	7	-11	-4	-1	-2	-14	10	0
Cc1ccc(C(=O)NC(=S)Nc2ccc(S(=O)(=O)N(C)c3ccccc3)cc2)cc1	-6	0	-2	-8	-1	-10	4	1	6
CC(C)CCOc1ccc(/C=N/N2C(=O)CSC2=S)cc1	-4	-5	-4	-4	-1	-4	4	-1	7
O=C(CCn1nc(-c2ccccc2)ccc1=O)N1CCN(c2ccccn2)CC1	9	12	-1	-8	1	-3	-15	-9	5
c1ccc(-c2noc(-c3cccs3)n2)nc1	-1	-4	-1	4	-2	4	3	-6	22
CC(C)N1CCC(N2CCN(CC#Cc3ccccc3)CC2CCO)CC1 (configuration not stated)	9	6	6	-2	2	-2	1	5	-4
COc1ccc(-c2c(NC(=O)c3ccco3)n(-c3ccccc3)nc(C)c2=O)cc1	1	-4	11	0	-2	-3	-5	3	-1
O=C(CN1CCN(c2ccccc2O)CC1)Nc1ccnn1C1CCCC1	-4	6	x	0	0	2	x	41	21
Cc1ccc(C(=O)OC(C)C(=O)N(C)C2CCCCC2)cc1S(=O)(=O)N1CCCCC1 (configuration not stated)	1	-1	x	9	-3	2	x	2	7
COc1cccc(CC(=O)Nc2ccccc2C(=O)N2CCOCC2)c1	1	-1	1	-6	0	-1	-3	-7	6
O=C(Nc1ccc(Cl)c(S(=O)(=O)N2CCOCC2)c1)c1ccncc1	x	5	x	-4	x	0	x	8	x
CN(C)C(=O)c1cccn(Cc2ccc(C(F)(F)F)cc2)c1=O	1	5	-4	5	1	11	-4	-6	-2
CCC(=O)N1CCN(c2ccccc2NC(=O)COc2cccc(C)c2C)CC1	-6	6	2	-3	-2	1	5	13	15
CCCn1ncc2c(Nc3ccc(C)c(C)c3)ncnc21	1	-4	5	5	1	-7	-3	14	-21
COC(=O)CCN(c1ccccc1)S(=O)(=O)c1cc(-c2cc(C)no2)ccc1OC	-7	-2	-9	-6	0	-3	-7	38	1
CCS(=O)(=O)N1CCC(C(=O)NCc2ccc(F)cc2Cl)CC1	-5	21	7	1	-4	10	-14	7	9
O=c1oc([C@@H](O)c2ccccc2)cc2ccccc12	x	0	x	0	x	4	x	5	x
CCC(=O)Nc1cccc(NC(=O)c2ccc(C)c([N+](=O)[O-])c2)c1	4	11	-6	-6	-1	-3	-3	-3	-8
Cc1ccccc1NS(=O)(=O)c1cc(C(N)=O)ccc1C	7	2	-3	0	-1	-2	4	5	0
CCC(C)(C)NC(=O)C(c1ccc(F)cc1)N(Cc1ccccc1)C(=O)c1cnccn1 (configuration not stated)	-1	x	-7	-2	0	x	-2	2	-4

Bioassay records (PubChem BioAssay)

A portion of the library; the hit share may differ from the screen's.
